Mac1 fbg enh: enhancers of CD11b/CD18 adhesion to fibrinogen, primary screen, K562 cells, luminescence. activation, % at 10 µM. Integrin beta-2 (Homo sapiens) + Integrin alpha-M (Homo sapiens), P05107+P11215. ATPlite luminescence. hit rate 0.07% among 93,000;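 active means 10 µM primary screen giving 50% or more activity, confirmed by 40% or more on retest at that dose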; further: strong numbers were not always called active
Target sequence (P05107 whole entry, looked up, other chains not shown): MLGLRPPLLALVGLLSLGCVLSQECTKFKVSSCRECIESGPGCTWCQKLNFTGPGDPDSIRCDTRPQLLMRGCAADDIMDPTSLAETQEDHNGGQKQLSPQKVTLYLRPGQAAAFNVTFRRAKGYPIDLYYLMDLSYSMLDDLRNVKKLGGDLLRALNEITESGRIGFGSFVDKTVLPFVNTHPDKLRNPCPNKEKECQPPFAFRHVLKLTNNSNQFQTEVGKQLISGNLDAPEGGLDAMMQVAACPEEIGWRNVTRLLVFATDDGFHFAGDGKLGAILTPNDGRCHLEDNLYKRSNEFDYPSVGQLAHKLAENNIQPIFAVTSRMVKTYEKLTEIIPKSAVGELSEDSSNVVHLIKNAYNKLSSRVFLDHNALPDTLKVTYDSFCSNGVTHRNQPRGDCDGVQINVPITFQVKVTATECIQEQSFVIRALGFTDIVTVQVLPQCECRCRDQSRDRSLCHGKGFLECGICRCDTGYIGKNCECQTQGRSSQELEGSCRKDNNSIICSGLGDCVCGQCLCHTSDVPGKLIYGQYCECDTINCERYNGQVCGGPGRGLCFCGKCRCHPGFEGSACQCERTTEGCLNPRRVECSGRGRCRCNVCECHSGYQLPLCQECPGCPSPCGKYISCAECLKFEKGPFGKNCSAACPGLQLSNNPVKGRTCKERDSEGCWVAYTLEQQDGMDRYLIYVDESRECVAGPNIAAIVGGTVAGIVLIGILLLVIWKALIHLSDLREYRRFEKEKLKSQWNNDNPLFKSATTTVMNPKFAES
CYP2C19 activ: human CYP2C19 activators, primary screen, biochemical, luminescence; Cytochrome P450 2C19 (Homo sapiens), P33261; recombinant CYP2C19, luciferin-H EGE luminescence; active compounds read high; 0 = fully inhibited enzyme, 1 = untreated enzyme; activation factor at 5 µM; 96,000 tested, under 10 active;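 active means activation factor of at least 2 at 5 µM in the primary screen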;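 further: 0 = wells with 2.5 mM tranylcypromine and 1 = vehicle-only wells; values of inactives mirror those of a sister screen read the other way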
CD11b adhes inh: inhibitors of CD11b/CD18 adhesion to fibrinogen, primary screen, K562 cells, luminescence; Integrin beta-2 (Homo sapiens) + Integrin alpha-M (Homo sapiens), P05107+P11215; AID 1497, 2009; inhibition, % at 10 µM; hit rate 0.54% among 93,000; ATPlite luminescence; Mn2+ added to activate the integrin;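 active means primary inhibition of 50% or more at 10 µM, then 40% or more on retest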; further: some results filed as inactive read as strong as hits
ERa SRC1 pot: enhancers of ERα–SRC-1 coactivator binding, primary screen, biochemical, TR-FRET, ERα LBD, low estradiol. hit rate 1.3% among 86,000. TR-FRET ERalpha-LBD/SRC-Cy5 coactivator binding, 2 h; 100 = basal binding, no effect. coactivator binding (% of control), % at 25.6 µM; in the data active means activity above about 200%;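 further: binding measured in presence of low estradiol as agonist stimulus; 0% = peptide alone without receptor and 100% = receptor with peptide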
CYP2C19 inh: blockers of cytochrome P450 2C19 activity – biochemical, luminescence, ADME assay, primary screen; CYP2C19 Supersomes, luciferin-H EGE luminescence, 30 min; inhibition, % at 5 µM; hit rate 21% among 96,000; AID 778, 2007;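 active means CYP2C19 inhibition above a set limit at 5 µM in the primary screen, cut at about 50% in these data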;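 further: plate controls were negative control wells for no effect and 2.5 mM tranylcypromine positive control for full effect; values of inactives mirror those of a sister screen read the other way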
ERa SRC1 inh: ERα–SRC-1 coactivator interaction inhibitors, primary screen, biochemical, TR-FRET, ERα LBD, estradiol-bound; Estrogen receptor (Homo sapiens), P03372; TR-FRET ER-alpha LBD / SRC-1 peptide; inhibition, % at 25.6 µM; hit rate 1.7% among 86,000; AID 629, 2007; in the data active means inhibition above about 50%;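 further: 0% = receptor plus peptide control and 100% = peptide only without receptor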
HUVEC inhibit: inhibitors of HUVEC proliferation, primary screen, cell-based, 384-well. viability, % at 10 µM (by protocol). AID 648, 2007. CellTiter-Glo luminescence, 72 h; active compounds read low. hit rate 1.1% among 86,000;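 active means viability at or below 30%; inactive means viability above 30%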;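 further: 100% = median luminescence of DMSO-only cell control wells on each plate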
H69AR inhibit: proliferation blockers of H69AR lung cancer cells, primary screen, cell-based, human, 86K library; H69AR lung tumor viability, ATP luminescence, 72 h; active compounds read low; viability, % at 10 µM; hit rate 6% among 85,000;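 active means viability at or below 40%; inactive means viability above 40%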;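 further: multidrug resistant small cell line overexpressing MRP-1 efflux transporter; 100% = mean luminescence of untreated control wells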
Fibroblast inh: antiproliferative effect on LL 47 fibroblasts – human, LL 47 cells, CellTiter-Glo luminescence, primary screen; LL 47 human lung fibroblast viability, ATP luminescence; active compounds read low; viability, % at 10 µM; hit rate 1.1% among 85,000;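 active means viability at or below 50% in the single dose screen; inactive means viability above 50%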;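 further: compound exposure lasted 72 h before the ATP readout; 100% = median luminescence of untreated cell-only wells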
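Material: Human LL 47 lung fibroblast cells | Input: 1,150 cells/well | Buffer or medium: IMEM plus 15% FBS | Compound dosing: 0.1% DMSO in all compound wells | Times: Overnight cell rest, 72 h compound treatment at 37 °C | Signal: CellTiter-Glo luminescence measuring cellular ATP | Measure: % viability versus median cells-only luminescence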
* hit, by the source's call; . = not tested or not shown; [ ] = remark or other dose. Not a hit list; overall some 26% were active at least once.

SMILES	Mac1 fbg enh	CYP2C19 activ	CD11b adhes inh	ERa SRC1 pot	CYP2C19 inh	ERa SRC1 inh	HUVEC inhibit	H69AR inhibit	Fibroblast inh
CCC1(CC)NC(=S)N(Nc2ccccc2)C1=O	0	0.7	6	94	30	-4[fluorescence artefact?]	98	101	96
O=C1c2ccccc2C(=O)C1c1ccncc1	-5	0.5	23	91[fluorescence artefact?]	49	3	87	98	108
Cc1cc(Cl)ccc1NC(=S)NCc1ccccc1	2	0.2	-40	.	77*	.	.	.	.
C=CCN(C(=O)Cn1ncc2c1-c1cc(C)ccc1OC2)c1ccccc1	3	0.4	1	104[fluorescence artefact?]	63*	17	91	85	103
CCCn1c(=O)[nH]c(=O)c2c1nc(-c1ccc3c(c1)OCCO3)n2CCN1CCOCC1	2	0.8	-13	117[fluorescence artefact?]	23	-7	102	81	100
COc1ccc(N(C(=O)c2ccccc2OC)C2C=CS(=O)(=O)C2)c(OC)c1 (stereo not drawn)	0	1.1	32	.	-6	.	.	.	.
Cc1cc(C(=O)N2CCc3ccccc32)c2ccccc2n1	-5	0.3	-11	90	65*	-2	100	97	103
CCn1nnnc1SCC(=O)c1cccc(OC)c1	4	0.2	-13	93	76*	-9	102	85	97
O=C(CCSc1nnc2ccccn12)Nc1ccc(F)cc1	1	1	-20	86	-2	1	86	87	95
Oc1ccc(Nc2nc(NCC3CCCO3)c3ccccc3n2)cc1 (stereo not drawn)	-2	1	0	87	4	14	35	37*	86
Cn1c(=O)n(C)c2cc(CN3C(=O)OC(C)(C)C3(C)O)ccc21 (stereo not drawn)	-3	1.1	6	126	-10	-7	96	83	95
COc1cccc(OCCCCSc2ncccn2)c1	-1	0.8	0	111	20	6	107	95	106
CC(C)(O)C#Cc1ccc(C(=O)N2CCC(C(N)=O)(N3CCCCC3)CC2)cc1	-4	0.9	30	106	15	-9	91	95	94
CC1CCN(C(=O)c2ccc(-n3cnnn3)cc2)CC1	.	.	.	107	.	-18	93	86	103
CC(C)(CO)NS(=O)(=O)c1ccc2c(c1)oc(=O)c1cc(S(=O)(=O)NC(C)(C)CO)ccc12	-2	0.8	0	108[fluorescence artefact?]	18	5	98	83	103
COc1ccc(C2C(C(C)=O)=C(C)N=c3s/c(=C\c4ccco4)c(=O)n32)c(OC)c1 (stereo not drawn)	4	0.5	-2	53[fluorescence artefact?]	53*	11	106	91	104
Cc1ccc(C)c(-n2c(CNc3ccc(F)cc3)nnc2SCC(N)=O)c1	0	1	-6	112[fluorescence artefact?]	2	2	85	81	99
O=C(CCNS(=O)(=O)c1cccc2nsnc12)N1CCN(c2ccccn2)CC1	-1	0.3	-11	102	66*	-6	100	70	103
O=C(Cn1nc(Cc2ccncc2)c2ccccc2c1=O)N1CCN(C(=O)c2ccco2)CC1	-1	0.7	5	112	34	-8	103	82	107
CCC(C)(C)n1nnnc1C(c1ccc(C)cc1)N1CCC(C)CC1 (stereo not drawn)	.	0.7	.	82	33	21	97	94	101
Cn1cccc1Cc1nnc(SCC(=O)NC2CCCCC2)n1CCc1ccccc1	1	0.6	-9	118	44	-3[fluorescence artefact?]	96	87	96
CC(C)CC(=O)Nc1cc(NC(=O)CC(C)C)cc(C(=O)NC(C)(C)C)c1	-10	0.8	5	102	20	3	93	94	98
Cc1cc(SC(C)C(=O)Nc2c(C)n(C)n(-c3ccccc3)c2=O)nc2ccccc12 (stereo not drawn)	.	0.2	.	90	78*	-6	88	87	95
C/C(=C\C(=O)c1ccc(Br)cc1)NCc1ccccc1	0	0.8	-15	116	25	4[fluorescence artefact?]	106	92	109
Fc1ccccc1N1CCN(C(c2ccccn2)c2nnnn2C2CCCCC2)CC1 (stereo not drawn)	0	0.2	-1	118	80*	4[fluorescence artefact?]	105	105	99

(list continues)
SMILES	Mac1 fbg enh	CYP2C19 activ	CD11b adhes inh	ERa SRC1 pot	CYP2C19 inh	ERa SRC1 inh	HUVEC inhibit	H69AR inhibit	Fibroblast inh
CC(C)(C)c1ccc(-c2n[nH]c(=S)n2C2CCCC2)cc1	-2	0.7	-8	67	26	3	70	58	85
COC(=O)C(C)N(C(=O)c1cccc(Cl)c1)c1c(C)cccc1C (stereo not drawn)	0	0.3	-5	121	72*	-2	111	78	91
CC(NC(=O)C1CCC(CNc2c(N3CCOCC3)c(=O)c2=O)CC1)c1ccccc1 (stereo not drawn)	-1	1	0	98[fluorescence artefact?]	-2	4	100	99	99
CCn1cc([N+](=O)[O-])c(C(=O)N2N=C3/C(=C/c4cccs4)CCCC3C2c2cccs2)n1 (stereo not drawn)	.	.	.	98	.	16[fluorescence artefact?]	68	46	94
CN(C(=O)c1ccccc1Cl)C1CCCCC1	-2	0.2	-6	106	75*	11	94	92	95
Cn1c(NC(=O)c2ccccc2)c(-c2cccs2)c(=O)c2ccccc21	8	1.1	3	64	-15	-4	92	81	101
Cc1cccc(NC2=C(Cl)C(=O)OC2NC(=O)c2ccccc2)c1 (stereo not drawn)	-1	0.6	9	90	40	3	93	95	94
Cn1cnnc1Sc1cc(N2CCN(S(=O)(=O)c3ccc(Cl)c(Cl)c3)CC2)ccc1[N+](=O)[O-]	-4	0	4	.	100*	.	.	.	.
Cc1cc2c(=O)n(C)c(SCC(=O)c3cc4ccccc4o3)nc2s1	0	0.1	26	118	86*	3	103	45	99
CC(C)OC(=O)c1nnc(-c2ccccc2)nc1OC(C)C	-3	1	17	.	-1	.	.	.	.
CN1CCN(c2ccccc2NC(=O)Cc2cn(C)c3ccccc23)CC1	-2	1	-3	124	3	-7	84	73	94
CCCCN1C(=O)Cc2c1nc(N)c1c(N)nc(N(CCC)CCC)c(C#N)c21	64	1	-13	.	-1	.	.	.	.
O=C(NCCCn1ccnc1)c1noc2c1CCCC2	-6	0.3	-8	107	69*	10	98	93	103
O=C(COC(=O)Cc1cn2ccsc2n1)NCc1ccc2c(c1)OCO2	1	0.9	-15	55[fluorescence artefact?]	5	38	108	89	107
O=C(NCCCN1CCOCC1)C(C(=O)c1ccccc1)n1ccccc1=O (stereo not drawn)	2	1	21	103	4	-6	86	91	96
Cc1ccc(Sc2nnc(Cc3ccccc3)c3ccccc23)cc1	-5	0.9	73	.	9	.	.	.	.
Cn1cccc1C(=O)NC(=O)CSc1nc2ccccc2s1	-2	1	-1	114	4	2	103	98	93
Cc1ccc(CNC(=O)Nc2cccs2)cc1	3	0.5	-6	122	51*	4	100	106	100
CCC(C)(C)n1nnnc1C(c1ccc(O)c(OC)c1)N1CCN(c2nc3ccccc3s2)CC1 (stereo not drawn)	0	0.7	-9	59	29	-4	93	14*	94
C=CCN1C(=NC(=O)CCC(=O)O)SC2CS(=O)(=O)CC21 (stereo not drawn)	-5	1.1	10	.	-13	.	.	.	.
O=C(COC(=O)c1n[nH]c(=O)c2ccccc12)c1ccccc1	2	1	-5	.	3	.	.	.	.
Cc1ccc(OCc2nc(-c3ccccn3)no2)c(Br)c1	-2	0.2	48	92	84*	-7	94	67	98
CCCCCCCNC1=CC(=O)CC(c2ccco2)C1 (stereo not drawn)	.	.	.	81[fluorescence artefact?]	.	7	91	96	100
Cc1c(-c2nc(N)nc(Nc3ccc(F)cc3)n2)oc2ccccc12	1	1.1	-3	114	-14	-28	59	21*	81
CN=C1c2cc3cc(OC)ccc3n2CCN1C	.	.	.	108	.	1	88	83	84

2 entries from above, as labelled records.
SMILES: COc1cccc(OCCCCSc2ncccn2)c1
- Mac1 fbg enh: -1
- CYP2C19 activ: 0.8
- CD11b adhes inh: 0
- ERa SRC1 pot: 111
- CYP2C19 inh: 20
- ERa SRC1 inh: 6
- HUVEC inhibit: 107
- H69AR inhibit: 95
- Fibroblast inh: 106

SMILES: CCn1cc([N+](=O)[O-])c(C(=O)N2N=C3/C(=C/c4cccs4)CCCC3C2c2cccs2)n1 (stereo not drawn)
- Mac1 fbg enh: .
- CYP2C19 activ: .
- CD11b adhes inh: .
- ERa SRC1 pot: 98
- CYP2C19 inh: .
- ERa SRC1 inh: 16[fluorescence artefact?]
- HUVEC inhibit: 68
- H69AR inhibit: 46
- Fibroblast inh: 94

(more compounds)
SMILES	Mac1 fbg enh	CYP2C19 activ	CD11b adhes inh	ERa SRC1 pot	CYP2C19 inh	ERa SRC1 inh	HUVEC inhibit	H69AR inhibit	Fibroblast inh
Cc1ccc(-c2[nH]ncc2/C=C(\C#N)C(=O)NC2CCCCC2)cc1	1	1.1	19	.	-5	.	.	.	.
COc1ccccc1N(CC(=O)NCCc1ccccc1)S(C)(=O)=O	-6	0.6	0	113	38	-24	93	81	100
O=C(NCCCN1CCOCC1)C1CC(=O)N(CCc2ccccc2)C1 (stereo not drawn)	-7	1	-38	.	4	.	.	.	.
Cc1ccc(NC(=O)C2CCCN(S(=O)(=O)c3cnc[nH]3)C2)cc1F (stereo not drawn)	2	0.1	-7	93[fluorescence artefact?]	94*	-4	100	94	103
CCOC(=O)CSc1nc(-c2ccc(OC)cc2)ns1	-1	0.9	-1	82	13	-28	96	98	98
CC(C)(C)n1nnnc1C(c1ccc(Cl)cc1)N1CCSCC1 (stereo not drawn)	.	.	.	105	.	-6	96	82	90
O=C(c1cc2nc(-c3ccco3)cc(C(F)(F)F)n2n1)N1CCN(Cc2ccccc2)CC1	0	0.5	8	84	47	13	92	106	101
COCc1nnc(NC(=O)CCc2ccccc2)s1	1	0.5	2	126	47	2	94	100	107
O=C(Nc1ccccc1N1CCCCC1)c1cccs1	7	0.7	3	94	29	-5	104	62	85
O=c1cc(-c2ccccc2F)oc2ccccc12	.	.	.	89	.	4	78	97	100
COc1cccc(C2CC(c3ccccc3)Nc3nc(N)nn32)c1 (stereo not drawn)	.	.	.	121	.	-1	92	99	97
CCCCC(c1nnnn1CCOC)N1CCN(Cc2ccccc2)CC1 (stereo not drawn)	.	.	.	114[fluorescence artefact?]	.	-8	92	89	98
CCCCCn1c(SCC(=O)OC)nc2c1c(=O)[nH]c(=O)n2C	0	1	-2	65[fluorescence artefact?]	4	20[fluorescence artefact?]	106	98	94
Nc1ccccc1SCc1cn2cccnc2n1	-2	1.1	-54	101[fluorescence artefact?]	-11	-3	83	98	94
Cc1ccc(C(=O)Nc2ccc3c(c2)OCO3)cc1	-3	0.6	26	.	38	.	.	.	.
Cc1cccc(Sc2c([N+](=O)[O-])ncn2C)n1	4	1	-5	.	0	.	.	.	.
CN(C)Cc1nc2ccccc2c(=O)n1Cc1nc(C(C)(C)C)cs1	-2	0.2	-5	112	82*	-6	91	96	.
O=C(CSc1ccsc1[N+](=O)[O-])NCCc1ccc(Cl)cc1	-1	1	11	.	-4	.	.	.	.
CCC1(C)C2(C#N)C(N)=NC(OC)(OC)C12C#N (stereo not drawn)	4	1.3	-16	117	-27	-1	106	82	99
O=C(Nc1ccc2nn(-c3ccccc3)nc2c1)c1ccc(Br)o1	19	0.9	-34	207*	14	56*	57	30*	74
Cn1c(C(=O)OC(C(=O)NC2CCCC2)c2ccncc2)cc2sccc21 (stereo not drawn)	-6	0.1	-29	90	95*	18	96	79	97

Screening results: PubChem, several laboratories
